MmCpn inh: blocks the Methanococcus maripaludis chaperonin Mm-Cpn; purified Mm-Cpn ATPase, ADP Transcreener TR-FRET; Potency, µM (highest dose often 76.9 µM), for inactives: top-dose activity, negative = inhibition, actives largely listed as inhibitors; 330,000 tested, 0.031% active; AID 504842; note: potency is the fitted concentration of half-maximal effect; % is set by controls: 0 for no effect and ±100 for the full control effect; nearly all actives have a fitted effect of over 80% in size
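Purified archaeal chaperonin (25 nM final) was preincubated with compound for 10 min at 37°C, then ATP (10 uM final) was added for 30 min at 37°C in Tris pH 7.4/KCl/MgCl2/DTT buffer. ADP was quantified by HTRF Transcreener TR-FRET.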
CCT modulator: changes cytosolic chaperonin activity | purified chaperonin ATPase assay, HTRF ADP detection, 30 min | activity change, % (concentration not given with the values), hits read low | 360,000 tested, 0.3% active | AID 651819; in the data active = activity change below about -30%; note: % is set by controls: 0 for no effect and ±100 for the full control effect
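TRiC at 40 or 20 nM final (batch-dependent) in 30 mM Tris pH 7.4, 100 mM KCl, 5 mM MgCl2, 1 mM DTT, with compound at single 76 uM and 10 uM ATP, 30 min at 37 deg C. ADP detected by HTRF Transcreener, 665/615 ratio.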
Nrf2 activator: activators of Nrf2 (ARE) signaling. AREc32 ARE-luciferase reporter (MCF7-derived line), luminescence, 24 h. Potency, µM (doses to about 46.1 µM), without a hit: at the top dose activation, most hits filed as activators. 410,000 tested, 0.31% active. AID 624171; note: potency is the fitted concentration of half-maximal effect; % of control where 0% means no effect; nearly all actives have a fitted effect of over 65% in size
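ARE-driven firefly luciferase activity in AREc32 cells measured after a 24 hr compound exposure at 37 deg C, using Steady-Glo reagent and a 30 min room-temperature hold.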
Nrf2 block: Nrf2 pathway inhibition; Potency, µM (doses to about 46 µM), for the others: at the highest dose activity change, negative = inhibition, actives largely listed as inhibitors; A549 ARE-Fluc reporter, luciferase luminescence, 18-24 h; 360,000 tested, 2.1% active; note: potency is the fitted concentration of half-maximal effect; % is set by controls: 0 for no effect and ±100 for the full control effect; nearly all actives have a fitted effect of over 60% in size
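Nrf2 function is reported as luminescence of an ARE-controlled luciferase in A549 cells. Compounds were tested at several concentrations, and a CellTiter-Fluor read on the same wells flagged cytotoxicity.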
HepG2 tox: HepG2 cytotoxicity, counter-screen for TGF-b inhibitors; HepG2 CAGA-GFP viability, ATP luminescence, 18 h; Potency, µM (series often up to 46.1 µM), for inactives: at the top dose activity change, negative = cytotoxicity, hits mostly cytotoxic; 410,000 tested, 0.76% active; AID 588856; note: potency is the fitted concentration of half-maximal effect; some results filed as inactive show a strong effect at the top dose
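CellTiter-Glo luminescence gave cytotoxicity after 18 hours at 37 degrees C. The cells were HepG2 CAGA-GFP in 1% FBS DMEM, stimulated with 500 pg/mL TGF-beta after compound addition. %Activity was normalised to no-cell wells (complete cell-killing) and DMSO (no toxicity), and curves were fitted and classified.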
TGFb inhibitor: blocks TGF-b signaling; 410,000 tested, 1.2% active; Potency, µM (titrated, usually from 46.1 µM), for the others: top-dose activity, negative = inhibition, hits mostly inhibitors; HepG2 CAGA-GFP TGF-b/SMAD3 reporter, GFP fluorescence, 18 h; TGF-beta stimulated, 500 pg/mL final; AID 588855; note: potency is the fitted concentration of half-maximal effect; % is set by controls: 0 for no effect and ±100 for the full control effect; nearly all actives have a fitted effect of over 65% in size
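Smad-responsive CAGA-GFP expression was quantified in HEPG2 cells exposed to compounds and 500 pg/mL final TGF-beta for 18 h at 37 degrees C; unstimulated wells defined full inhibition.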
S2 tox: cell viability loss in ATXN counter-screen | S2 cells (HEK-293 line with an ATXN2-luciferase reporter) viability, CellTiter-Fluor protease fluorescence, 24 h | Potency, µM (series often up to 56.7 µM), usual class: cytotoxic | AID 651635 | 400,000 tested, 0.49% active; note: potency is the fitted concentration of half-maximal effect; nearly all actives have a fitted effect of over 40% in size
Akt phos inh: inhibitors of Akt phosphorylation | AID 651550 | Neuro2A IGF-stimulated pAkt S473 HTRF, 20 min; stronger effect = lower value | 360,000 tested, 0.32% active | activity change, % for hits at 50 µM; in the data active = activity change below about -80%; inconclusive = mostly about -51% to -80%; note: % is set by controls: 0 for no effect and ±100 for the full control effect
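Single-point screen (50 µM final compound) in Neuro2A cells stimulated 20 min with 6 nM IGF at 37 deg C. After lysis, Ser473-phosphorylated Akt read by HTRF (ex 330 nm, em 615/665 nm) as the 665/615 ratio.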
A549 viability: A549 cytotoxicity, counter-screen for Nrf2 inhibitors | A549 ARE-Fluc cells, CellTiter-Fluor viability, 18-24 h | Potency, µM (highest dose often 46 µM), for inactives: top-dose activity change, negative = cytotoxicity, most hits filed as inhibitors | 390,000 tested, 0.16% active; note: potency is the fitted concentration of half-maximal effect; % is set by controls: 0 for no effect and ±100 for the full control effect
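Cytotoxicity counterscreen: CellTiter-Fluor fluorescence was measured in A549 ARE_Fluc cells after 18-24 h of compound exposure in a concentration series. The subsequent BugLite luminescent read reports ARE-luciferase activity.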
Starred values were filed as active, the others as inactive; i = inactive; ? = inconclusive; nt = no result given; & = joins results of further samples; [ ] = another dose, or the depositor's remark. Unless noted, calls come from the whole dose curve; as a rule, active = well fitted curve in the direction sought with a large enough effect; inconclusive = small, poorly fitted or top-dose-only effect, or another doubt; inactive = no such curve, though single readings can be large; an effect the other way counts as inactive or inconclusive.

Structure	MmCpn inh	CCT modulator	Nrf2 activator	Nrf2 block	HepG2 tox	TGFb inhibitor	S2 tox	Akt phos inh	A549 viability
Cc1ccc(-n2c(SCc3nc(-c4ccccc4C)no3)nnc2-c2ccncc2)cc1C	nt	nt	0.3%	-102%	-26%	?	?	nt	?
COc1cc(Cl)c(C)cc1NC(=O)CSC1=NCCS1	0%	-3.7	8.2%	-10%	-12%	14%	?	i	-2%
COc1ccc(C(=O)N(CC2CCCO2)C(C(=O)NC2CCCC2)c2ccc(C)cc2)cc1OC (stereo unspecified)	0%	-0.2	0.3%	23%	-22%	0%	nt	nt	-9%
Cc1cccnc1NC(=O)CCc1nnc2ccc(NCc3ccco3)nn12	-2%	0.5	9.2%	14%	9%	7%	i	i	2%
O=C1CCCc2cc(S(=O)(=O)N3CCCC(C(=O)NCc4ccc(Cl)cc4)C3)ccc2N1 (stereo unspecified)	nt	nt	-0.2%	?	-18%	-1%	i	nt	2%
Cc1ccc(-c2csc(N(CCCN(C)C)C(=O)c3ccco3)n2)cc1	3%	0.2	5.2%	16%	-2%	?	i	i	-6%
CC(=O)N(c1ccccc1)c1c(F)c(F)c(F)c(F)c1F	0%	-0.4	-0.2%	7%	-22%	-12%	nt	nt	-5%
O=C(COC(=O)c1ccc(F)cc1)Nc1ccccc1N1CCOCC1	1%	0.6	0.0%	13%	8%	43%[activator]	i	i	-3%
COc1cc2nc(NCCc3ccc(Cl)cc3)n3nc(-c4ccccc4)nc3c2cc1OC	nt	nt	-0.4%	17%	-16%	-17%	i	nt	5%
Cc1ccc(C(=O)CCC(=O)OCC(=O)N(C)c2c(N)n(Cc3ccccc3)c(=O)[nH]c2=O)cc1	-5%	-0.9	0.3%	1%	2%	-12%	i	i	-6%
COc1ccc2nc(Nc3nc(C)c(C(C)=O)s3)sc2c1	0%	-0.5	?	?	-26%	?	i	i	-16%
CN(CC1CCOCC1)C(=O)CC1C(=O)NCCN1CC(c1ccccc1)c1ccccc1 (stereo unspecified)	1%	0.2	0.1%	10%	5%	1%	i	i	-2%

Whole records, quoted from the list. Screens in order: MmCpn inh | CCT modulator | Nrf2 activator | Nrf2 block | HepG2 tox | TGFb inhibitor | S2 tox | Akt phos inh | A549 viability
CN(CC1CCOCC1)C(=O)CC1C(=O)NCCN1CC(c1ccccc1)c1ccccc1 (stereo unspecified) as listed: 1% | 0.2 | 0.1% | 10% | 5% | 1% | i | i | -2%
Cc1ccc(-c2csc(N(CCCN(C)C)C(=O)c3ccco3)n2)cc1 as listed: 3% | 0.2 | 5.2% | 16% | -2% | ? | i | i | -6%

Continuation:
Structure	MmCpn inh	CCT modulator	Nrf2 activator	Nrf2 block	HepG2 tox	TGFb inhibitor	S2 tox	Akt phos inh	A549 viability
COc1ccc(/C(C)=N/NC(=O)CNC(=O)COc2ccccc2)c(OC)c1	0%	-3.0	-0.2%	4%	-12%	-11%	i	i	0%
Cc1cccc(CN2CCN(C3CN(Cc4cn(Cc5cccc(C(F)(F)F)c5)nn4)S(=O)(=O)C3)CC2)c1 (stereo unspecified)	nt	1.3	1.1%	nt	nt	nt	i	i	nt
CCN1C(=NCC(C)C)N[C@@H](c2cccc(C(F)(F)F)c2)C(C(=O)OC)=C1C	2%&2%	-2.8	4.1%	5%	-14%	-12%	i	i	-6%
O=C(O)CCCN1C(=O)/C(=C/c2ccc(-c3nc4ccccc4s3)o2)SC1=S	0%	-4.0	2.2%	?	2%	-3%	i	i	-22%
CN(C(=S)Nc1ccc(SC(F)F)cc1)c1ccc(O)cc1	-3%	-1.2	8.6%	-13%	-4%	8%	i	i	0%
CC(=O)Nc1ccc(N(C(=O)c2ccccn2)C(C(=O)NC2CCCCC2)c2ccc(F)cc2)cc1 (stereo unspecified)	2%	-0.2	0.1%	-12%	1%	4%	i	i	-2%
CCOC(=O)CSC1=C(C#N)C(c2ccco2)C(C(=O)Nc2cccc(C(F)(F)F)c2)=C(C)N1 (stereo unspecified)	-11%	-0.3	0.3%	-8%	-33%	-48%	i	i	-9%
Cc1ccc(NC(=O)C2CCCN2C(=O)c2cccs2)cc1C (stereo unspecified)	2%	-1.0	3.2%	8%	10%	14%	i	i	-2%
COc1ccc(CC(=O)OCC(=O)NC(=O)NC23CC4CC(CC(C4)C2)C3)cc1	1%	-0.1	-0.8%	?	-13%	-1%	i	i	nt
CCN(CC)c1ccc(Nc2nc(Cl)ncc2Br)cc1	0%	-6.2	4.7%	-11%	-19%	0%	i	i	2%
COC(=O)[C@]1(Cc2ccccc2)N[C@H](CN(C)S(=O)(=O)c2ccc(-c3ccccc3)cc2)[C@@H]2C(=O)N(C)C(=O)[C@@H]21	-2%	-1.1	0.4%	?	-31%	7%	i	i	-2%
COC(=O)c1ccc2nc(-c3ccc(F)cc3)c(Cc3ccccc3)n2c1	nt	0.0	10%	nt	-39%	?	?	i	nt

(continued)
Structure	MmCpn inh	CCT modulator	Nrf2 activator	Nrf2 block	HepG2 tox	TGFb inhibitor	S2 tox	Akt phos inh	A549 viability
COc1ccc(Cl)cc1-c1nc(SCC(=O)NCCN2C(=O)CSC2=O)n[nH]1	-1%	-2.6	18%	-6%	-2%	3%	i	i	-2%
CCCCN(CC)CCCNC(=O)Cn1ncc2c3ccccc3n(Cc3ccccc3F)c2c1=O	nt	nt	-0.3%	17%	-36%	-30%	?	nt	1%
COc1ccc(C(=O)Nc2cc(C)c(NC(=O)c3ccccn3)cn2)cc1	0%	-0.3	-0.5%	-26%	-5%	-4%	i	i	-13%
COc1cc(NC(=O)c2cccc(C)c2)c(Cl)cc1[N+](=O)[O-]	-3%	0.2	0.0%	0%	-14%	-2%	i	i	0%
CCc1ccc(NC(=O)CNC(=O)[C@@H]2Cc3ccccc3CN2)cc1	1%	-2.1	0.2%	10%	11%	6%	i	i	-5%
O=C(Nc1cc(F)ccc1F)c1cc2nc(-c3ccco3)cc(C(F)(F)Cl)n2n1	nt	nt	3.3%	nt	4%	34%[activator]	i	nt	-8%
CC(Nc1ccc(Cl)cc1)c1cc(Cl)ccc1O (stereo unspecified)	0%	-0.6	7.8%	-15%	-37%	?	i	i	-12%
O=C(c1cc2c(=O)n3ccccc3nc2s1)N1CCN(Cc2ccc3c(c2)OCO3)CC1	-2%	-3.0	2.9%	19%	6%	14%	nt	i	-1%
CCCNCc1cc(Br)ccc1OCC(=O)NCCc1ccccc1	0%	1.0	5.7%	7%	4%	-2%	?	i	8%
COc1ccc(NC(=O)CCNS(=O)(=O)c2ccc3c(c2)CCCC(=O)N3)cc1	nt	nt	-1.3%	24%	-11%	30%[activator]	i	nt	6%
CC(C)(C)c1ccc(C(=O)N2CCC(=O)N(C(CO)Cc3ccccc3)CC2)cc1 (stereo unspecified)	0%	-0.5	3.5%	-6%	-36%	-26%	i	i	6%
Cc1c(OCC(=O)N(C)C)ccc2c(-c3ccccc3)cc(=O)oc12	-2%	-0.9	-1.3%	?	-20%	-13%	?	i	0%

(continued)
Structure	MmCpn inh	CCT modulator	Nrf2 activator	Nrf2 block	HepG2 tox	TGFb inhibitor	S2 tox	Akt phos inh	A549 viability
CCC1CCCCN1C(=O)COc1cccc2c1CCN(C)C2=O (stereo unspecified)	-1%	-0.3	-0.3%	11%	5%	0%	i	i	-12%
CCc1ccc(NC(=O)CSc2ccc(-c3ccco3)nn2)cc1	0%	-2.1	26%	-21%	-3%	?	i	i	8%
COc1ccc(Nc2nc(C)nc(N)c2S(=O)(=O)c2ccccc2)cc1	nt	nt	-1.2%	4%	0%	1%	i	nt	-3%
O=C(Nc1nccs1)C1CCCN(S(=O)(=O)c2cccnc2)C1 (stereo unspecified)	?	-2.7	0.2%	4%	6%	-4%	i	i	-1%
CCc1ccccc1NC(=O)c1ccc2snnc2c1	1%	0.3	-0.1%	-18%	-6%	3%	i	i	2%
O=C(Nc1cnccn1)C1c2ccccc2Oc2ccccc21	-1%	0.4	-1.2%	nt	0%	11%	i	i	1%
CCOC(=O)c1sc(NC(=O)CSc2nc(-c3ccco3)cc(C(F)(F)F)n2)c(C(=O)OC)c1C	1%	1.8	-0.2%	10%	1%	22%	i	i	-5%
O=C(O)c1ccccc1-c1ccccc1C(=O)Nc1ccc2c(c1)[nH]c(=O)c1ccccc12	-1%	-0.8	0.2%	-11%	2%	8%	nt	i	5%
CCOC(=O)N[C@H](Cc1c[nH]c2ccccc12)C(=O)Nc1cccc(Cl)c1	nt	nt	5.0%	10%	3%	?	i	nt	-5%
Cc1c(/C=N/NC(=O)c2ccccc2O)c2ccccn2c1C(=O)c1ccc(F)cc1	-8%	0.8	2.9%	21µM*	-35%	?	i	i	18µM*
CCOc1ccc(C(=O)Nc2cc(-c3nc4ccccc4o3)ccc2C)cc1Cl	nt	nt	0.5%	-3%	2%	9%	i	nt	-1%
Cc1ccc(S(=O)(=O)NCC(=O)OCC(=O)Nc2cccc(S(=O)(=O)NC3=NCCCCC3)c2)cc1C	-1%	-2.3	-0.1%	0%	-2%	-5%	i	i	-3%
COc1ccc(-c2nnc(SCC(=O)Nc3cc(S(=O)(=O)N4CCCCC4)ccc3Cl)n2N)cc1	-1%	-5.2	-0.8%	-10%	-12%	20%	i	i	-5%
O=C(CC(=O)c1ccccc1)c1ccccc1	nt	-1.7	14µM*	-10%	-44%	1%	i	i	-1%
c1ccc2c(c1)-c1nc3ccccc3cc1C2N1CCOCC1 (stereo unspecified)	nt	-1.7	8.5%	?	-35%	0%	i	i	-2%

Not a hit list. Share with any hit: about 4.4%.
